Screens deposited in PubChem by several laboratories.
PABP1 MLLE inh: inhibitors of PABP1 MLLE–PAM2 peptide binding, primary screen, biochemical, fluorescence polarization, FITC-PAM2, GST-MLLE; Polyadenylate-binding protein 1 (Homo sapiens), P11940; inhibition, % at 20 µM; 360,000 compounds, 0.36% hits; AID 588489, 2011; in the data active = inhibition above about 35%, passing the limit was not always enough;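 note: plate controls were DMSO wells with GST-MLLE for no effect and wells lacking GST-MLLE protein for full effect; some results filed as inactive read as strong as hits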
Target sequence (P11940 whole entry, looked up): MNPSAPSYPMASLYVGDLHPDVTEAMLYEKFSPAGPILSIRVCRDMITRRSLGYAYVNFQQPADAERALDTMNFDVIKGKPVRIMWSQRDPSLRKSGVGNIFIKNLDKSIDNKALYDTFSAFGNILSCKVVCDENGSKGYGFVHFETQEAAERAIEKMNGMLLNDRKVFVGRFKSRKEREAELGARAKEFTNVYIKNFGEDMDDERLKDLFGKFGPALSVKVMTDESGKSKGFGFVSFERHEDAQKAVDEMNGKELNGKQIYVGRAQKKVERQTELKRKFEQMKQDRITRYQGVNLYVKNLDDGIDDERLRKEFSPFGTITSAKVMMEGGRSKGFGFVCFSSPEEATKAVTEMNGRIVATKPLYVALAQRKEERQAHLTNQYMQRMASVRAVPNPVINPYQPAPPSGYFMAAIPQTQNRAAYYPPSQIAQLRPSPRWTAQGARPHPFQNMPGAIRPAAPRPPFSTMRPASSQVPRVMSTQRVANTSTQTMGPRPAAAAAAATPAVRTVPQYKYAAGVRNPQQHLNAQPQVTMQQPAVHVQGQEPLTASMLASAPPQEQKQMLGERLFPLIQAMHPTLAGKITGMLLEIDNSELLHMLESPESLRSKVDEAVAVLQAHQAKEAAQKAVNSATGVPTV
CSN inh: inhibitors of CSN-mediated cullin deneddylation, primary screen, biochemical, fluorescence polarization, uHTS; Purified CSN, SCF-Nedd8-OG deneddylation; inhibition, % at 12.5 µM; 360,000 compounds, 0.38% hits;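 active = pattern-corrected inhibition above about 35%, with an unprinted fluorescence ratio check between 0.5 and 1.5, limit read from the data, passing the limit was not always enough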;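 note: 0% = enzyme with substrate and 100% = substrate without enzyme; some results filed as inactive read as strong as hits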
Target sequence (Q92905 whole entry, looked up, one chain of several): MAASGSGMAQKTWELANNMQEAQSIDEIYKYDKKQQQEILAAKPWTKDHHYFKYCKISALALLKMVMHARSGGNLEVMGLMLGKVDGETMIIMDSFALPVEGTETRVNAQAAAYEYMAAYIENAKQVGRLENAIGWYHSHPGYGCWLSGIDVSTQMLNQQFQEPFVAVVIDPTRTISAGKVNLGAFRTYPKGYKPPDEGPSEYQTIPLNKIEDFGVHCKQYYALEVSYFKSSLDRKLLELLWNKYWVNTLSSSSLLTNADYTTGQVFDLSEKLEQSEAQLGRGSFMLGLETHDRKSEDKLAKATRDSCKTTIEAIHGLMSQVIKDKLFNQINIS
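Assay system: purified human Csn5 enzyme expressed in HEK293T cells; Input: 0.24 nM Csn5 enzyme, final concentration; Reagent: 10 nM SCFSkp2-Nedd8OG; Compound dosing: 12.5 µM single point; Times: reaction 90 min, room temperature; Technique: fluorescence polarization readout.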
Rin1 Abl inh: inhibitors of Rin1-Abl protein binding, primary screen, biochemical, TR-FRET | Tyrosine-protein kinase ABL1 (Homo sapiens) + Ras and Rab interactor 1 (Homo sapiens), … | inhibition, % at 7.35 µM | 360,000 compounds, 0.4% hits; in the data active = inhibition above about 5%, passing the limit was not always enough
MsrA inhibitor: bovine MsrA enzyme inhibitors, primary screen, biochemical, absorbance, HTS; inhibition, % at 15.5 µM; 360,000 compounds, 0.75% hits; Methionine sulfoxide reductase A (Bos taurus); purified bovine MsrA, absorbance read-out; in the data active = inhibition above about 4.5%;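 note: 0% = vehicle wells with enzyme and 100% = reference inhibitor wells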
Neddyl block: inhibitors of cullin neddylation, primary screen, biochemical, TR-FRET, uHTS, NAE and Ubc12; NEDD8-conjugating enzyme Ubc12 (Homo sapiens) + NEDD8-activating enzyme E1 regulatory …; calls only at 25 µM; 360,000 compounds, 0.58% hits; AID 651699, 2012; in the data active = inhibition above about 36%
E coli Lon inh: inhibitors of E. coli Lon protease, primary screen, biochemical, fluorescence polarization. 360,000 compounds, 0.42% hits. P0A9M0. purified E. coli Lon protease. inhibition, % at 7.94 µM; in the data active = inhibition above about 13%, passing the limit was not always enough;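 note: 0% = enzyme with probe and DMSO and 100% = no enzyme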
FAS-TE inh: FAS thioesterase domain inhibitors, primary screen, biochemical, fluorescence intensity, uHTS. inhibition, % at 15 µM. Fatty acid synthase (Homo sapiens), P49327. 360,000 compounds, 0.67% hits. recombinant FAS-TE, OMFH fluorogenic substrate, fluorescence endpoint;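 active = compounds whose normalised, plate-corrected inhibition of enzyme fluorescence in the single-dose primary screen is 50% or more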;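 note: 0% = DMSO with enzyme and 100% = substrate without enzyme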
Tb MetRS inh: T. brucei MetRS inhibitors, primary screen, biochemical, luminescence; methionyl-tRNA synthetase (Trypanosoma brucei brucei); 360,000 compounds, 0.4% hits; inhibition, % at 11.9 µM; purified T. brucei MetRS, ATP depletion, Kinase-Glo luminescence;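 active = inhibition above a per-plate cutoff of the control wells' mean inhibition plus 3 SD, cut at about 5.5% in these data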;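 note: 0% = DMSO wells median and 100% = median of wells with control inhibitor compound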
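technique = Kinase-Glo luminescence, ATP depletion format | system = purified MetRS (methionyl-tRNA synthetase) enzyme from Trypanosoma brucei | timing = 15 min preincubation, 2 h reaction, all 25 °C | evaluation = percent inhibition versus plate control medians | dosing = single dose, 11.9 µM final nominal, 0.9% final DMSO | also added = substrates ATP, L-methionine and bulk Escherichia coli tRNA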
MsrA act: bovine MsrA enzyme activators, primary screen, biochemical, absorbance, HTS; purified bovine MsrA, absorbance read-out; activation, % at 10.6 µM; 360,000 compounds, 0.3% hits; in the data active = activation above about 7.5%;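 note: 0% = vehicle and 100% = reference activator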
Numbers without * were called inactive; i = inactive; nt = no result given.

A first look:
SMILES	PABP1 MLLE inh	CSN inh	Rin1 Abl inh	MsrA inhibitor	Neddyl block	E coli Lon inh	FAS-TE inh	Tb MetRS inh	MsrA act
Cc1cc(C)c(C#N)c(N2CCN(c3ccc(F)cc3)CC2)n1	-1	1	-2	-1.1	i	-14	27	-1.3	-2
O=C(NC1=NCCS1)c1cc(-c2cccnc2)nc2ccccc12	-7	12	-5	0.8	i	-1	-4	-0.4	-2
Cc1ccccc1-c1nc(CS(=O)(=O)CC(=O)NCCCN2C(C)CCCC2C)c(C)o1 (stereo not drawn)	-4	-2	2	-0.6	i	-12	-7	-0.1	-2

Main list, previewed entries included:
SMILES	PABP1 MLLE inh	CSN inh	Rin1 Abl inh	MsrA inhibitor	Neddyl block	E coli Lon inh	FAS-TE inh	Tb MetRS inh	MsrA act
Cc1cc(C)c(C#N)c(N2CCN(c3ccc(F)cc3)CC2)n1	-1	1	-2	-1.1	i	-14	27	-1.3	-2
O=C(NC1=NCCS1)c1cc(-c2cccnc2)nc2ccccc12	-7	12	-5	0.8	i	-1	-4	-0.4	-2
Cc1ccccc1-c1nc(CS(=O)(=O)CC(=O)NCCCN2C(C)CCCC2C)c(C)o1 (stereo not drawn)	-4	-2	2	-0.6	i	-12	-7	-0.1	-2
COc1ccc2cc(C(c3nnnn3CC3CCCO3)N3CCOCC3)c(=O)[nH]c2c1 (stereo not drawn)	6	0	-1	3.2	i	-9	-8	-0.7	-11
C=CCOC(=O)Nc1nc(CCNC(=O)OCc2ccccc2)c(C(=O)OC)s1	nt	-1	nt	-0.7	i	nt	nt	-0.5	nt
COc1cc(C(=O)N2CCCc3ccccc32)c([N+](=O)[O-])cc1OC	14	-2	1	2.6	i	5	-2	0.7	-9
CCOCCn1c(CN2CCN(C(c3ccccc3)c3ccccc3)CC2)nc2c1c(=O)n(C)c(=O)n2C	-3	-2	1	0.2	i	1	16	-1.0	-1
CCN(CC)C(=O)C1=C(C)N(CCC2=CCCCC2)C(=O)C(CC(=O)NCCN2CCOCC2)C1 (stereo not drawn)	13	1	0	0.9	i	2	-10	-2.1	-7
CCCCc1ccc(N=N/C(C(=O)Nc2ccccc2OC)=C(/C)O)cc1	-5	-8	1	0.3	i	1	19	-0.2	0
CC12CCC(C(=O)N(Cc3ccccc3)Cc3ccccc3)(OC1=O)C2(C)C (stereo not drawn)	4	-1	2	0.2	i	-5	13	-1.4	-7
CC1CC(C)CN(C(=S)SCc2nc(N)nc(Nc3ccccc3)n2)C1 (stereo not drawn)	12	4	-3	1.5	i	5	26	-0.4	-1
COc1cccc(C(C(=O)NC2CCCC2)N(Cc2ccccc2OC)C(=O)c2ccco2)c1 (stereo not drawn)	-1	-1	-3	-0.4	i	8	4	-0.2	0
Cc1ncc(CO)c(CNc2ccc(-c3nc4ccccc4[nH]3)cc2)c1O	12	-2	-1	6.4*	i	-8	-2	-0.2	-6
COc1ccc(-c2noc(CN(C)S(=O)(=O)c3ccc(C)cc3)n2)cc1	6	2	2	0.4	i	0	27	-1.5	0
Cc1c(NS(=O)(=O)c2cccc(C(=O)NC(C)c3ccccc3)c2)c(=O)n(-c2ccccc2)n1C (stereo not drawn)	16	-2	2	0.4	i	-15	-2	0.0	-1
COc1ccc([C@H]2C(C(=O)O)=C[C@@H](C(C)(C)C)N2S(=O)(=O)c2ccc(C)cc2)cc1OC	-4	4	-2	1.6	i	-5	-12	-1.3	-9
O=C(CN1C(=O)CCOc2ccccc21)Nc1ccc(Cl)c(S(=O)(=O)N2CCOCC2)c1	-40	-3	1	0.5	i	-6	-4	-0.1	0
O=C(CSc1nnc(SCc2ccc(Cl)cc2)s1)N/N=C/c1ccccc1Cl	-49	-5	1	0.9	i	-4	13	-0.6	-3
CC(=O)Nc1ccc(S(=O)(=O)NC2CCCCCC2)cc1	-1	-4	-1	0.4	i	-8	-1	-0.3	2
COc1ccc2[nH]cc(CCN3C(=O)CCC3=O)c2c1	2	-5	-1	1.1	i	-14	-4	-0.4	1
COc1ccccc1C(=O)N1CCN(S(=O)(=O)Cc2ccccc2)CC1	0	1	1	-0.8	i	-11	-8	0.3	0
CCN(CC)c1ccc(NC(=O)Nc2ccccc2C(F)(F)F)cc1	1	-1	-5	-0.3	i	0	-6	0.2	1
CCCN(CC1CC1)C(=S)Nc1ccccc1F	-43	-5	4	0.8	i	6	-3	0.0	-1
CCN1C=C(C(=O)OC)C(c2cccc(OC)c2OC)C(C(=O)OC)=C1	-2	7	-1	-0.1	nt	0	-5	-1.1	-2
COc1ccc(Cc2nnc(NC(C)=O)s2)cc1	17	110	3	-0.2	i	4	-2	-0.1	-2
CCCCCn1c(=O)[nH]c2cc(C(=O)NCCN3C(C)CCCC3C)ccc2c1=O (stereo not drawn)	-21	4	0	1.0	i	0	-1	-1.6	-1
CCC1CCCCN1S(=O)(=O)c1ccc(-n2cnnn2)c(C)c1 (stereo not drawn)	14	4	0	0.4	i	4	-1	-0.2	-5
CC1CC(C)CN(C(=O)c2cn(C)c3ccc(S(=O)(=O)N(C)C)cc3c2=O)C1 (stereo not drawn)	-5	-3	-3	1.6	i	6	-1	0.8	-2
COc1ccc(NC(=S)NC2CC3CCCC(C2)N3C2CC2)cc1 (stereo not drawn)	-11	4	-1	-1.0	i	2	-4	-0.7	-5
CC(=O)c1cccc(NC(=O)CSc2nnc(C(C)N(C)C)n2-c2ccc(F)cc2)c1 (stereo not drawn)	-7	1	2	-0.2	i	5	2	0.8	-3

Ordered by heavy-atom count (low to high): three of the compounds above
SMILES	PABP1 MLLE inh	CSN inh	Rin1 Abl inh	MsrA inhibitor	Neddyl block	E coli Lon inh	FAS-TE inh	Tb MetRS inh	MsrA act
COc1ccc(Cc2nnc(NC(C)=O)s2)cc1	17	110	3	-0.2	i	4	-2	-0.1	-2
CC1CC(C)CN(C(=O)c2cn(C)c3ccc(S(=O)(=O)N(C)C)cc3c2=O)C1 (stereo not drawn)	-5	-3	-3	1.6	i	6	-1	0.8	-2
CC(=O)c1cccc(NC(=O)CSc2nnc(C(C)N(C)C)n2-c2ccc(F)cc2)c1 (stereo not drawn)	-7	1	2	-0.2	i	5	2	0.8	-3

Next section:
SMILES	PABP1 MLLE inh	CSN inh	Rin1 Abl inh	MsrA inhibitor	Neddyl block	E coli Lon inh	FAS-TE inh	Tb MetRS inh	MsrA act
Cc1cccc(C(CC(=O)O)n2cccc2)c1 (stereo not drawn)	-1	0	-6	0.3	i	-12	-6	-0.2	-4
COc1ccc(S(=O)(=O)N2CCCCC2)cc1C(=O)N1CCCC1	-4	-2	0	1.5	i	-3	-2	0.1	0
CCCc1nc2c3ccccc3ccn2c1CC1CCCCC1	1	4	-2	1.3	i	-4	18	1.1	-2
COc1ccccc1C1NC(=O)c2ccccc2O1 (stereo not drawn)	13	-3	0	-1.0	i	-2	-4	-0.1	-3
CCCCCc1c(-c2cccc(Br)c2)ncn1CCc1ccccc1OC	nt	-5	nt	3.3	i	-2	27	-0.4	-4
CCOC(=O)c1cccc(NC(=O)C2CCCN2S(=O)(=O)c2cccc3cccnc23)c1 (stereo not drawn)	1	-8	-5	1.6	i	6	2	-0.2	-3
CCOC(=O)c1cc2ccc(OC)c(OC)c2c(=O)s1	9	2	-6	-0.4	i	-4	2	0.1	-1
CCOc1ncccc1C(=O)NC(C)CCc1ccccc1 (stereo not drawn)	1	2	2	-0.9	i	-6	-4	-0.3	-1
Cc1ccc(/C=N/NC(=O)COc2ccc(Cl)c(C)c2)o1	5	-1	-2	0.6	i	1	5	-0.4	0
Cc1ccc(S(=O)(=O)NN=C2CCN(Cc3ccccc3)CC2)cc1	-4	3	0	0.8	i	3	-14	0.7	-2
COCCNS(=O)(=O)c1ccc(C)c(C)c1C	-4	-12	3	1.5	i	1	-4	-0.2	-3
CC(=O)Nc1c(Cl)cc(Cl)c2c1Cc1cc(Cl)ccc1-2	-3	0	3	2.2	i	6	3	-0.5	-2
CCCc1cc(C(F)(F)F)c(C#N)c(=O)[nH]1	6	2	-7	1.6	nt	-11	-2	0.0	-4
CCCCNC(=O)c1ccc2nc(-c3ccco3)c(-c3ccco3)nc2c1	20	38	2	1.0	i	2	0	-0.3	-5
O=C(CNC(=O)c1ccccc1Br)N/N=C/c1cccnc1	-5	-3	3	0.1	i	-4	-11	0.1	-1
Cc1cccc(NC(=O)COC(=O)COc2ccc3c(c2)CCC3)c1	11	3	3	1.0	i	-3	-2	-0.4	2
COc1ccc(-c2csc(NC(=O)COC(=O)c3ccco3)n2)cc1	-26	-1	1	0.3	i	9	-2	0.3	-4
Cc1cc(C)nc(NC(=O)c2c(-c3ccccc3Cl)noc2C)n1	2	-1	-3	0.3	i	-3	-5	-0.3	-1
Cc1nc(-c2ccc(Cl)cc2)sc1C(=O)CBr	-1	2	-5	2.3	i	-1	4	-0.8	-10
CCOC(=O)/C=C/[C@H]1CC(c2ccccc2)(c2ccccc2)CO1	4	1	0	0.1	i	-7	19	0.2	0
O=C(Nc1cc(S(=O)(=O)N2CCCCC2)ccc1Cl)C1COc2ccccc2O1 (stereo not drawn)	4	1	2	0.7	i	3	40	-0.2	-2
CCCCn1c(N)c(N(CCOC)C(=O)C2CC(=O)N(c3ccc(CC)cc3)C2)c(=O)[nH]c1=O (stereo not drawn)	-19	3	-2	-0.4	i	2	-5	-0.2	-3
Nc1c(N2CCCC2)cc(Cl)c2nonc12	24	24	0	nt	i	4	-7	0.7	-1
CCCc1ccc(Oc2cc(Cl)nc(N)n2)cc1	7	-11	0	-0.6	i	-13	-4	-0.4	-3
CCN(CC(=O)Nc1ccc(NC(C)=O)cc1)C(=O)CCCc1nc2ccccc2s1	6	-6	0	0.3	i	-5	-6	0.4	0
COc1ccc(NC(=S)N(CCN(C)C)C(C)c2ccncc2)cc1Cl (stereo not drawn)	29	3	-4	-0.8	i	-12	-1	0.4	-4
COc1ccc(CCNC(=O)C(=O)NCC2CCNCC2)cc1OC	2	-2	-3	-0.8	i	-3	-6	-0.4	2
Cc1ccc(C(=O)NCC(=O)OCn2nnc3ccccc3c2=O)cc1	-4	1	-1	-0.3	i	-6	-8	-0.1	-3
CN1CCN(c2nc(-c3ccc(Cl)cc3)nc3ccccc23)CC1	0	4	0	-1.1	i	-4	9	-0.5	-2
CCN1C(=O)[C@H]2[C@@H](c3ccc(-c4ccccc4)cc3)N[C@@](Cc3ccccc3)(C(=O)OC)[C@H]2C1=O	1	-2	-4	-0.1	i	-5	37	0.1	-2
O=[N+]([O-])c1ccc2c(c1)C(=NO)c1cc(Cl)c(Cl)cc1-2	12	4	-1	-0.4	i	-14	-150	-0.2	-3
Cc1ccnc(NS(=O)(=O)Cc2ccccc2)c1	11	8	0	-0.6	nt	2	-8	-0.4	-1
COc1ccc(/C=C/C(=O)OCC(=O)NCc2cccs2)cc1OC	-2	-3	0	2.1	i	-11	-9	-0.6	-2
Clc1ncc2[nH]cnc2n1	2	-12	-1	-0.9	i	0	1	-0.3	-2
CC(=O)Nc1cccc(NS(=O)(=O)c2ccccc2[N+](=O)[O-])c1	-1	-7	3	-2.4	i	-1	-1	-0.1	-3
